From PubChem
HTR5A inv ag: counter-screen for OPRM1-OPRD1 inverse agonists: human HTR5A inverse agonism | P47898 | HTR5A cell line, luminescence | actives 0.083% (n = 340,000) | inhibition, % at 9.3 µM; in the data active means inhibition mostly above about 23%, no sharp cut-off; inactive means mostly below about 18%;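 further: 0% = cells with DMSO and 100% = no-cell wells with DMSO; some compounds called inactive have numbers as strong as hits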
Target sequence (P47898 whole entry, looked up): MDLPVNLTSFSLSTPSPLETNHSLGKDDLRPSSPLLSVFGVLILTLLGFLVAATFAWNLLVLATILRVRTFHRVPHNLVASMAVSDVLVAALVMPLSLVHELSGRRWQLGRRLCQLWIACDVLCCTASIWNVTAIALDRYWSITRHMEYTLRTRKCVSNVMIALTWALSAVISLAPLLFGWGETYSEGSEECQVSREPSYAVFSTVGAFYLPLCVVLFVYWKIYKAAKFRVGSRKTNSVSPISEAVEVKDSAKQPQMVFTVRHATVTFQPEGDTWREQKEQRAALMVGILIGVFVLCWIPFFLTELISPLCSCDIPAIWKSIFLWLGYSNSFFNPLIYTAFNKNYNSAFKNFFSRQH
Tat transport: blocks Tat-dependent protein export in E. coli; inhibition, % at 10 µM; E. coli MC4100 TorA-mCherry Tat export, fluorescence; actives 0.036% (n = 340,000); AID 488895;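 active means mean replicate inhibition at least 50% and at least half of replicates individually reaching 50%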;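 further: exported cargo escapes ClpAP degradation while cytoplasmic cargo is degraded and loses fluorescence; 0% = median of neutral control wells and 100% = median of NaSCN control wells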
AddAB inh: less growth of phage-infected E. coli with AddAB; E. coli expressing H. pylori AddAB, absorbance growth; inhibition, % at 11.9 µM; actives 0.29% (n = 330,000); AID 435030; in the data active means inhibition above about 12%;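 further: 0% = vehicle wells of infected cells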
Ecoli viability: bacterial growth inhibition, counter-screen for AddAB inhibitors | inhibition, % at 11.9 µM | actives 0.27% (n = 330,000) | E. coli V3065 growth, OD600 absorbance, 18 h;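 active means inhibition above the campaign's mean inhibition across all tested compounds plus 3 SD, cut at about 9.9% in these data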;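 further: uninfected addAB+ strain grown without phage in ampicillin broth; 0% = DMSO wells and 100% = ciprofloxacin 0.95 µg/ml wells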
HTR5A ag ctr: activates human HTR5A in OPRM1-OPRD1 agonist counter-screen; HTR5A agonist assay, luminescence, cell-based; activation, % at 9.3 µM; actives 0.61% (n = 340,000); AID 504692; in the data active means activation mostly above about 9.5%, no sharp cut-off; inactive means mostly below about 7.6%;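 further: 0% = cells with vehicle only and 100% = reference agonist; strong numbers were not always called active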
CDK5 inh: CDK5/p35 (human) kinase inhibition | Recombinant CDK5/p35, ADP-Glo luminescence, 60 min | inhibition, % at 10 µM | AID 488839 | actives 0.01% (n = 330,000) | Q00535+Q15078;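 active means highest replicate inhibition of at least 50% and at least 75% of replicates reaching 50%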;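 further: plate controls were DMSO neutral control for no effect and GW8510 at 10 µM for full effect; many of its hits are not listed in these tables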
Target sequence (Q00535 whole entry, looked up): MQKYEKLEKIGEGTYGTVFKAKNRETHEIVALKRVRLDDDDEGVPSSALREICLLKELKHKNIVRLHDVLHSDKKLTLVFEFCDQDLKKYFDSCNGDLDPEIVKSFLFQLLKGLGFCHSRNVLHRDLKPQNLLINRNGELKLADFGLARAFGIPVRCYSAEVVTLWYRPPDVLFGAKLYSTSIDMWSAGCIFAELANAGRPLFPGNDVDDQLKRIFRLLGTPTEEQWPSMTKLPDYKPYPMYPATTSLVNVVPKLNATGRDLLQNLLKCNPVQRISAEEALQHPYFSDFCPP
Target sequence (Q15078 whole entry, looked up): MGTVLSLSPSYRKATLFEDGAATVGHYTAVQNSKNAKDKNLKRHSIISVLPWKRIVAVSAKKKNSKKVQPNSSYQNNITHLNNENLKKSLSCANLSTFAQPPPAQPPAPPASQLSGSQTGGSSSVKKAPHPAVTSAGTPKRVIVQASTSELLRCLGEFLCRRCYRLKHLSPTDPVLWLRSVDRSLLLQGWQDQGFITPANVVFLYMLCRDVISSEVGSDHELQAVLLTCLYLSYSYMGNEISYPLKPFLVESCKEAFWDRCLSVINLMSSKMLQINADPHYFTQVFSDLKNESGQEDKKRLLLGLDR
phage Ecoli inh: E. coli growth loss with phage present. growth absorbance. inhibition, % at 11.9 µM. actives 0.26% (n = 360,000). AID 651602; in the data active means inhibition above about 11%
PKA-R2B act: activators of human PKA-R2B complex; P22694+P31323; PKA-R2B holoenzyme dissociation, Cy5-IP20 fluorescence polarization; R2B truncated from residue 108, S112A mutant; 0% DMSO only, 100% 113 µM cGMP; activation, % at 11.4 µM; actives 0.079% (n = 340,000); AID 504700;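 active means activation above a cutoff set at the mean over all compounds plus 3 SD, cut at about 18% in these data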;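 further: higher means more holoenzyme dissociation and a rise in polarization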
PKA-R1A act: activators of PKA-R1A complex; P00514+P68181; PKA-R1A dissociation, Cy5-IP20 fluorescence polarization; scaled: DMSO 0%, 113 µM cGMP 100%; activation, % at 11.4 µM; actives 0.083% (n = 340,000); AID 504707;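 active means percent activation above the mean of all tested compounds plus 3 SD, cut at about 19% in these data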;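 further: higher means more PKAc released from R1A so a rise in polarization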
SUMO Mot1 rescue: blocks SUMOylation pathway, rescuing yeast Mot1-301 growth; actives 1% (n = 320,000); S. cerevisiae Mot1-301 growth rescue, ATP luminescence, 38.5C; percent above DMSO median, 100 means doubled; growth rescue, % at 18.8 µM; AID 2716;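 active means every valid replicate shows activation above 250% relative to neutral control wells; inactive means the rest, any valid replicate at or below 250%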;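 further: OY570 slx delta 5 strain wells were the positive control but not used for scaling; some compounds called inactive have numbers as strong as hits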
DAGLB inhibitor: diacylglycerol lipase beta (human) inhibition | Q8NCG7 | HEK293T DAGLB membrane lysate, EnzChek fluorogenic substrate | inhibition, % at 5.17 µM | actives 0.059% (n = 340,000); in the data active means inhibition above about 34%;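 further: 0% = enzyme with vehicle and 100% = wells lacking enzyme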
Numbers without * were called inactive; / = no result given.

SMILES | HTR5A inv ag | Tat transport | AddAB inh | Ecoli viability | HTR5A ag ctr | CDK5 inh | phage Ecoli inh | PKA-R2B act | PKA-R1A act | SUMO Mot1 rescue | DAGLB inhibitor
Cc1ccc(C(=O)NCC(=O)OCC(=O)c2c(N)n(C)c(=O)n(C)c2=O)cc1C | -2 | -2 | -1.1 | -0.3 | 0 | -0.8 | 3.7 | 3 | 11 | -13 | 2
COc1cc(S(=O)(=O)NC2CCCCC2C)ccc1Cl (stereo not drawn) | -15 | -5 | 3.4 | -0.5 | 2 | -0.3 | 4.0 | -16 | -8 | -26 | -4
NS(=O)(=O)c1ccc(NC(=O)c2ccc3c(c2)CCN3S(=O)(=O)c2ccccc2)cc1 | 3 | 2 | 2.0 | -0.5 | 1 | 1.3 | -1.1 | -7 | -9 | -9 | -1
CCOC(=O)Cn1nnc(-c2cc(OC)c(OC)c(OC)c2)n1 | -13 | 0 | 5.7 | -0.8 | 5 | -1.9 | 2.3 | -2 | 2 | 7 | 1
NNC(=O)CSc1cccc2cccnc12 | 11 | -2 | 1.5 | 5.1 | -4 | 1.7 | 1.3 | -1 | 10 | 15 | 0
CCCCN1CCNC[C@@H]1Cc1ccccc1 | 10 | -7 | 2.8 | 0.9 | 2 | -0.4 | 1.8 | 3 | -5 | 321 | 3
CN1C(=O)C2C3c4ccccc4C(c4ccccc43)[C@@H]2C1=O (stereo partly drawn) | 10 | 4 | -0.2 | -0.5 | -3 | 1.7 | 1.5 | -2 | -3 | 14 | 2
CN(Cc1nc2ccccc2n1C)S(=O)(=O)c1ccc(F)cc1 | 4 | 6 | 6.2 | -0.9 | -2 | -0.2 | 1.6 | -4 | 2 | -7 | -2
COc1ccc(Nc2nc(C)cc(=O)[nH]2)c(OC)c1 | 0 | -7 | 0.9 | -1.2 | 2 | 0.1 | 2.1 | 0 | -4 | 13 | 1
COc1ccc(-c2nnn(CC(=O)N(CC(=O)NC3CCCC3)c3ccccc3F)n2)cc1OC | -4 | 10 | 2.6 | -0.8 | 6 | -4.2 | 0.2 | -5 | 2 | -16 | -1
Cc1sc(N2CCN(S(=O)(=O)c3ccc4c(c3)NC(=O)CO4)CC2)nc1-c1ccccc1 | -7 | 9 | 0.2 | 0.7 | 2 | 1.5 | 0.2 | -3 | -4 | -23 | 5
O=C1CSC(c2ccccc2O)N1Cc1ccccc1 (stereo not drawn) | -2 | 4 | -0.2 | 0.4 | 1 | -0.5 | 0.0 | 1 | 3 | 14 | 0
O=C(Cn1cnc2ccccc2c1=O)NCCC(=O)Nc1ccc2c(c1)OCO2 | -9 | 4 | 0.8 | 2.1 | 4 | -0.2 | 1.8 | 3 | 0 | / | 0
COc1ccc(C(=O)/C=C2/Sc3cc4c(cc3N2C)OCO4)cc1 | -11 | -8 | 2.4 | -2.2 | 3 | -0.8 | 0.6 | -10 | -12 | 7 | 0
CCOC(=O)C1C(c2ccc(OC)c(OC)c2)c2c([nH][nH]c2=O)CC1(C)O (stereo not drawn) | -28 | 5 | 1.6 | 0.5 | 4 | 0.3 | 1.6 | 2 | -8 | 45 | -4
Cc1ccc(CNC(=O)C2CCN(S(=O)(=O)N3CCC4(CC3)OCCO4)CC2)cc1 | -6 | -1 | 0.3 | 2.2 | 2 | -0.4 | 0.2 | 1 | -2 | -27 | -1
CS(=O)(=O)Nc1ccc(-c2cn3c(n2)SCC3)cc1 | -2 | 0 | -1.0 | -3.1 | 0 | -0.6 | -1.4 | -4 | -2 | 2 | -2
O=C(NCCc1csc(-c2cccnc2)n1)c1ccc(Cl)cc1 | 0 | 5 | 1.1 | -0.3 | 5 | 1.3 | 1.2 | 4 | 2 | 14 | 1
c1ccc(-n2nnnc2-n2cnc3ccccc32)cc1 | -8 | 2 | -0.3 | 2.5 | 3 | 0.2 | 2.2 | -7 | -6 | -26 | 1
CC1CCCC(C)N1S(=O)(=O)c1ccc(NC(=O)c2ccccc2C(=O)N2CCOCC2)cc1 (stereo not drawn) | -6 | -5 | 0.3 | 0.4 | -8 | 0.5 | 1.2 | -10 | 5 | -32 | -2
CCNc1ccc(C(=O)OCC)cc1NC(=O)c1cccc(S(=O)(=O)N2CCOCC2)c1 | -1 | -10 | 0.3 | 2.4 | 2 | 0.6 | 0.0 | 3 | -12 | -3 | 4
O=C(NCc1cccs1)C1(S(=O)(=O)c2ccccc2)CC=CC1 | 24 | -50 | -0.8 | -0.3 | -1 | -2.6 | 1.0 | 6 | -2 | -11 | 0
CN(CC(=O)Nc1ccc(F)cc1)C(=O)CCc1nc2sc3c(c2c(=O)[nH]1)CCCC3 | -9 | 2 | 2.2 | -1.0 | -1 | -2.7 | 3.2 | -5 | 1 | -11 | 6
COc1cccc(OC)c1C(=O)NC(=O)Nc1c(F)cc(F)cc1F | / | -2 | -0.9 | -1.7 | / | 1.3 | 2.5 | / | / | 3 | /
COc1ccc(C2NC(=O)NC3=C2C(=O)CCC3)cc1 (stereo not drawn) | 2 | 11 | -0.3 | 0.4 | 0 | 0.5 | 0.8 | -4 | 0 | -9 | -1

Results in SUMO Mot1 rescue and DAGLB inhibitor (two entries from above):
Structure	SUMO Mot1 rescue	DAGLB inhibitor
CCCCN1CCNC[C@@H]1Cc1ccccc1	321	3
CS(=O)(=O)Nc1ccc(-c2cn3c(n2)SCC3)cc1	2	-2

Continuation:
SMILES | HTR5A inv ag | Tat transport | AddAB inh | Ecoli viability | HTR5A ag ctr | CDK5 inh | phage Ecoli inh | PKA-R2B act | PKA-R1A act | SUMO Mot1 rescue | DAGLB inhibitor
CN(C)/C=C(/C(=O)c1ccccc1Cl)S(=O)(=O)c1ccccc1 | 12 | -4 | 1.7 | -1.7 | 0 | -0.7 | 0.9 | 7 | 3 | -5 | 0
Cc1ccccc1NC(=O)C(C)OC(=O)c1ccccc1C(=O)N(C)c1ccccc1 (stereo not drawn) | -5 | -1 | -0.5 | 0.0 | 2 | -0.3 | 5.0 | 2 | 0 | 16 | 0
Cc1csc(=O)n1CC(=O)OCC(=O)Nc1cc([N+](=O)[O-])ccc1Cl | -11 | 3 | 0.1 | 1.5 | 4 | 1.2 | 1.3 | -4 | 4 | 485* | -1
COc1ccc(OC/C(O)=C(\C#N)c2nc3ccccc3[nH]2)cc1 | 7 | -6 | 5.8 | 0.0 | -2 | 0.1 | 1.8 | -5 | -5 | 23 | -1
Cc1cc2ncn(S(=O)(=O)c3ccc(S(=O)(=O)N4CCCCCC4)cc3)c2cc1C | -2 | -4 | 0.2 | 1.4 | 7 | -2.3 | / | -3 | 11 | -9 | 0
COc1ccc(C(C(N)=O)c2ncc(C(F)(F)F)cc2Cl)cc1OC (stereo not drawn) | -4 | -9 | 1.2 | -1.5 | 1 | 0.8 | 4.3 | 0 | 3 | -8 | -1
CSc1nsc(/C=C/Nc2ccc(C(=O)O)cc2)c1C#N | 20 | 15 | 4.0 | 3.3 | 1 | -0.3 | 4.1 | 0 | 4 | -11 | 3
CC(=O)c1ccc(OC(C)C(=O)NCC2(N3CCOCC3)CCCCC2)cc1 (stereo not drawn) | -16 | -4 | 1.1 | 0.6 | 4 | 0.1 | 1.2 | 4 | -7 | -10 | -3
c1ccc(-c2nc(N3CCCCCC3)c3ccccc3n2)nc1 | -14 | 1 | 1.9 | 2.7 | 6 | -1.3 | -2.1 | -2 | -1 | -14 | -1
N/C(=N\NC(=O)c1ccccc1Cl)c1cc2ccccc2oc1=O | 9 | -2 | 1.6 | -0.9 | -4 | 0.5 | 3.4 | -5 | 5 | 73 | 1
CCOc1ccc2nc(SCC(=O)NCc3ccc(S(N)(=O)=O)cc3)[nH]c2c1 | 0 | 4 | 3.0 | -1.4 | 0 | -0.2 | 2.2 | -3 | -1 | 51 | -2
COC(=O)c1ccccc1NC1c2ccccc2C(=O)N1c1cccnc1 (stereo not drawn) | -29 | -7 | -0.6 | -0.6 | 10 | 1.5 | 2.6 | 2 | -11 | 0 | 3
O=C(NC1CC2CCCC(C1)N2C(=O)Nc1ccccc1)c1ccccc1 (stereo not drawn) | 4 | 0 | -0.6 | -2.5 | -1 | 0.6 | 1.8 | 4 | 0 | 0 | -3
Cn1c(=O)c2c(nc(NCc3ccc4c(c3)OCO4)n2Cc2ccccc2F)n(C)c1=O | -23 | -3 | 2.5 | -0.4 | 2 | -0.8 | 0.9 | -2 | -4 | 7 | 2
CC(=O)N1CCN(c2ccc(NC(=O)c3ccc(N4CCCC4)c([N+](=O)[O-])c3)cc2Cl)CC1 | 3 | 2 | -1.4 | -3.9 | -1 | 0.0 | 1.6 | 1 | -8 | 234 | 10
COc1cccc(NC(=O)c2ccc3c(c2)N(CC(=O)N2CCCCC2)C(=O)C(C)(C)O3)c1 | 5 | 9 | -1.4 | -1.2 | -2 | 2.2 | 1.5 | 0 | 4 | 2 | 0
COc1ccc(CN2CCOCC2)cc1OC | -17 | 4 | 4.4 | 4.2 | 6 | 2.5 | 2.9 | 2 | -11 | 6 | -3
COc1cc(CNCc2ccccn2)ccc1OCc1cccc(Cl)c1 | 12 | -9 | -3.1 | -1.2 | -3 | -0.1 | 0.7 | -10 | 3 | 8 | -4
O=C(NCCc1ccccc1)c1ccc(NC(=O)C2CCCCC2)cc1 | 11 | 11 | / | / | -3 | 0.7 | 0.2 | 1 | -10 | / | 0
Cc1cc(OCC(=O)NCCN2CCOCC2)cc(C)c1Br | -18 | -4 | -2.6 | -2.7 | 6 | 1.9 | 0.7 | -2 | 0 | 166 | 0
Cc1ccc(Nc2n[nH]c(=S)s2)cc1F | 1 | -1 | / | / | 0 | 5.3 | 4.6 | -10 | -2 | / | 5
Cc1ccc(-n2c(=O)c3c(C)c(C)sc3n(Cc3cc(=O)n4ccccc4n3)c2=O)cc1C | 0 | -1 | 3.6 | 2.0 | -2 | -0.4 | 4.9 | -17 | 0 | -20 | 2
COCC(C)NC(=O)CSc1nc2ccccc2c(=O)n1CCc1ccc(S(N)(=O)=O)cc1 (stereo not drawn) | -8 | -4 | 3.8 | -3.2 | -2 | -0.7 | 1.8 | 0 | 0 | -1 | 2
CCCCn1c(SCc2c(C)noc2C)nc2cc(S(N)(=O)=O)ccc21 | 22 | 0 | 2.9 | -1.7 | -10 | -2.7 | 2.6 | 0 | -9 | 11 | 0
COc1ccc(-c2csc(NC(=O)Cc3ccccc3F)n2)cc1OC | -4 | 2 | 5.7 | -0.8 | 2 | -2.0 | -1.1 | -1 | -14 | 42 | -1
COc1ccc(NC(=O)CS(=O)(=O)c2cn(CC(=O)N3CCOCC3)c3ccccc23)cc1 | -21 | -1 | 0.7 | -0.8 | -6 | -0.7 | -1.0 | -4 | -11 | -12 | -2
C/C(=N/Nc1nc(-c2ccc(Cl)cc2)cs1)c1cccs1 | -31 | -1 | 2.7 | 0.0 | -1 | 0.5 | 0.6 | -13 | 0 | -2 | -6
COc1ccccc1N(C(C)=O)C1SC(=O)N(c2ccccc2)C1=O (stereo not drawn) | 19 | -7 | 3.0 | 0.5 | -3 | 0.9 | 3.1 | -7 | 6 | -2 | 0
